C1s inh = complement C1s protease inhibitors, primary screen, biochemical, 10-compound mixtures | purified C1s, fluorogenic AMC substrate, pooled mixtures | mean inhibition % of two 10-compound mixtures (stronger effect = higher value), % at 5 µM (by protocol) | hit rate 0.16% among 62,000 | AID 538, 2006;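 active means inhibition above 20% in each of the two 10-compound mixture wells holding the compound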;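 further: 0% = enzyme wells lacking compound mixture and 100% = no-enzyme blank wells; some compounds called inactive have numbers as strong as hits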
PKA inh = inhibitors of human PKA kinase activity, primary screen, biochemical, ATP-depletion luminescence, Kemptide substrate; cAMP-dependent protein kinase catalytic subunit alpha (Homo sapiens), P17612; PKA Kemptide phosphorylation, Kinase-Glo ATP luminescence; inhibition, % at 6 µM; hit rate 0.1% among 65,000; AID 524, 2006;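 active means inhibition above the screen-wide mean inhibition plus 3 SD, cut at about 21% in these data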; further: many of its hits are not listed in these tables
CatB block = human cathepsin B inhibitors, primary screen, biochemical, fluorogenic substrate; P07858; purified cathepsin B, fluorescence; inhibition, %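 (tested at 10 µM)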; hit rate 0.1% among 63,000; AID 453, 2006; in the data active means inhibition above about 21%;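 further: 0% = enzyme with no compound and 100% = no enzyme blank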
CatS inh = inhibitors of human cathepsin S, biochemical, compound mixtures; P25774; recombinant cathepsin S, AMC dipeptide fluorescence, pooled mixtures; inhibition, %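 (tested at 5 µM per compound within 10-compound mixtures)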; hit rate 0.06% among 62,000; AID 501, 2006; in the data active means inhibition above about 32%, passing the limit was not always enough;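 further: 0% = enzyme without compound and 100% = blank without enzyme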
Cathepsin G inh = human cathepsin G inhibitors, primary screen, biochemical, pooled compound mixtures, AMC fluorescence; P08311; purified enzyme, AMC-tetrapeptide fluorescence; inhibition, % at 5 µM (by protocol); hit rate 0.2% among 62,000;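 active means inhibition above 20% in each of the two mixture wells holding the compound; inactive means inhibition of 20% or less in either well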;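 further: 0% = enzyme control without mixture and 100% = blank lacking enzyme; strong numbers were not always called active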
ROCK2 inh = inhibitors of human ROCK2 kinase, primary screen, biochemical, high-throughput, luminescence; Rho-associated protein kinase 2 (Homo sapiens), O75116; purified ROCK2, Kinase-Glo ATP depletion luminescence; inhibition, % at 6 µM; hit rate 0.35% among 60,000;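 active means inhibition above the screen-wide mean inhibition plus 3 SD, cut at about 18% in these data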;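 further: plate controls were DMSO wells for no effect and Y-27632 control wells after no-enzyme background subtraction for full effect; many of its hits are not listed in these tables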
Target sequence (O75116 whole entry, looked up): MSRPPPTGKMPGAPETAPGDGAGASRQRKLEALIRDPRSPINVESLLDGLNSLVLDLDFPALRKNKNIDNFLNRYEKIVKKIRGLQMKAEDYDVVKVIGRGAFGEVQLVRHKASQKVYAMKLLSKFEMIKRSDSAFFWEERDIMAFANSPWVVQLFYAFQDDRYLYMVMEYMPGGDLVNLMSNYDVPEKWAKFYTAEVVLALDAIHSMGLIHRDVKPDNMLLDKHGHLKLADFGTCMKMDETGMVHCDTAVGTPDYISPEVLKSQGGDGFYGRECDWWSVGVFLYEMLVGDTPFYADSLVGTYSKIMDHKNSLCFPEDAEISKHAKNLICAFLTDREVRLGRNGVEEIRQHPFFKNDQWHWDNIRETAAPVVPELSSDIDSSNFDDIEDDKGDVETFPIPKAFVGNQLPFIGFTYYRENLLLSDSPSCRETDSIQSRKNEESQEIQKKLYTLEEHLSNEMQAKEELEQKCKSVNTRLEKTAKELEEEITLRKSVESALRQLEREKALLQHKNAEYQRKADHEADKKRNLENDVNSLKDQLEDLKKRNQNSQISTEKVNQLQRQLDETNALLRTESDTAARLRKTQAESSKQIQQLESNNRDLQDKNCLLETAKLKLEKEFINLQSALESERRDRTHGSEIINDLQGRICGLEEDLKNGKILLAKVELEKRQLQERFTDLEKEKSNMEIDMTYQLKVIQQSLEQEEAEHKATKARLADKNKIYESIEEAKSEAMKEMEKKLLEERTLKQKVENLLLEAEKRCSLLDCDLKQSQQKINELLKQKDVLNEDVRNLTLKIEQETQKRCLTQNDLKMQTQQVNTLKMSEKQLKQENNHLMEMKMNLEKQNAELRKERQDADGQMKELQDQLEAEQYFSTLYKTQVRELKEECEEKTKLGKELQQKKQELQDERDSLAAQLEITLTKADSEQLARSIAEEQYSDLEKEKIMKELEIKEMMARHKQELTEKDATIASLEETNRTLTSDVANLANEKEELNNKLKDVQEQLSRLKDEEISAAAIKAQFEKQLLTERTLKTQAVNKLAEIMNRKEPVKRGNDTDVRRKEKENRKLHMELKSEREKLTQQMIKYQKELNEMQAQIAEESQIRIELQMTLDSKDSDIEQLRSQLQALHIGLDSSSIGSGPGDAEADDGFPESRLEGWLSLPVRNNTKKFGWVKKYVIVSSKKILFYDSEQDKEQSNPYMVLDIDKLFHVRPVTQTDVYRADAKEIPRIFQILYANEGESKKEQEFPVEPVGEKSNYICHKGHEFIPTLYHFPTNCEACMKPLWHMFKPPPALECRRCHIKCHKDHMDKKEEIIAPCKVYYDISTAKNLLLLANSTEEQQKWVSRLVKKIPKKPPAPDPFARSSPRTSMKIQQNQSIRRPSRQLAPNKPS
HER2 expr 66K = inhibitors of Her2 protein expression, primary screen, SKBR-3 cells, AlphaScreen, 66K library. Receptor tyrosine-protein kinase erbB-2 (Homo sapiens), P04626. SKBR-3 HER2 protein level, 18-24 h; stronger effect = lower value. HER2 level % of control, % at 10 µM. hit rate 0.69% among 65,000;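 active means HER2 level under 5% of the carrier-only control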;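 further: 100% = DMSO carrier and 0% = 500 nM PU-H71 HSP90 inhibitor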
CatL inh = inhibitors of human cathepsin L, biochemical | Procathepsin L (Homo sapiens), P07711 | purified cathepsin L, fluorogenic substrate, fluorescence | inhibition, %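 (tested at 10 µM)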 | hit rate 0.17% among 58,000; in the data active means inhibition above about 45%;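 further: 0% = enzyme with no compound and 100% = no enzyme blank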
CatB mixtures = cathepsin B inhibitors from pooled compounds, primary screen, biochemical, compound mixtures, AMC fluorescence; AID 488, 2006; P07858; hit rate 0.06% among 62,000; inhibition, %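 (ten-compound pools at 5 µM per compound and 50 µM total)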; Purified cathepsin B, AMC dipeptide fluorescence; in the data active means inhibition above about 22%, passing the limit was not always enough;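 further: 0% = enzyme without compound and 100% = no enzyme blank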
* hit, by the source's call; x = not tested or not shown. These rows are one share of the data; rates above refer to the full screens.

SMILES	C1s inh	PKA inh	CatB block	CatS inh	Cathepsin G inh	ROCK2 inh	HER2 expr 66K	CatL inh	CatB mixtures
CCCCCOC(=O)Nc1nnc(CCC)s1	-2	7	1	0	4	4	130	22	4
O=C1C2CC=C(Cl)CC2C(=O)N1CN(Cc1ccco1)CN1C(=O)C2CC=C(Cl)CC2C1=O (stereo not given)	5	4	-2	-1	3	2	109	-4	6
CCn1c(SCC(=O)Nc2ccc3c(c2)OCO3)nc2c(c1=O)SC(C)C2 (stereo not given)	-11	7	1	6	-3	2	47	27	2
Cc1occc1-c1nnc(SCC(=O)Nc2ccccc2)n1Cc1ccccc1	2	13	9	-1	14	3	73	25	-1
CCCCN(C)CCNC(=O)c1ccc2c(c1)NC(=O)C(N1CCCCC1)S2 (stereo not given)	0	-6	-4	2	0	-4	86	-5	-2
CC(C)C1N(c2ccccc2)C(N)=C(C#N)C1(C#N)C#N (stereo not given)	3	-1	-3	18	-1	9	78	0	6
COc1cccc(N(CC(=O)Nc2cccc(F)c2)S(C)(=O)=O)c1	-16	-6	3	15	-2	-1	83	8	-1
O=C(CSc1nc(-c2ccccc2)c(-c2ccccc2)o1)N1CCOCC1	-10	1	2	11	8	1	116	15	6
CC(=O)N1c2ccc(S(=O)(=O)CCC(=O)O)cc2CC1C (stereo not given)	-2	-6	-2	-4	-1	-5	74	-9	-4
CCC(C)(C)NC(=O)CN(C(=O)c1snc(C(N)=O)c1N)c1ccc2c(c1)OCCO2	6	-4	-1	-3	12	-2	110	-1	5
O=C(CN(C(=O)CCC(=O)Nc1nccs1)c1ccc(F)cc1)NCc1ccco1	4	8	5	13	9	5	88	18	4
C=COCCNC(=O)C1CC(=O)N(c2ccc(C)cc2)C1 (stereo not given)	-1	5	2	-11	4	2	117	-7	1
N#CC1=C(N)C(C#N)(C#N)C(c2cccnc2)C2CCCC=C12 (stereo not given)	-1	4	3	16	9	2	98	14	2
COc1ccc(OC)c(N/C(=N\c2nc(C)cc(C)n2)NC(=O)c2ccco2)c1	15	-1	3	-1	9	1	67	-13	1
CN1C(=O)c2ccc(N(C)C)cc2C1=O	x	5	1	x	x	-6	114	13	x
NC1=NCc2ccccc21	-1	6	3	-5	10	1	135	34	0
O=S(=O)(NCCOc1ccc(F)cc1)c1ccc2c(c1)OCCO2	2	3	2	-4	-5	1	103	3	-2
Cc1nc(SCC(=O)Nc2ccc(F)cc2)c2oc3ccccc3c2n1	5	5	6	21	2	0	82	18	5
Cc1ccc(S(=O)(=O)N(C)c2ccc(C(=O)O)cc2)cc1	-90	5	1	-4	-10	1	112	-4	-11
Cc1cccc(NC(=O)c2ccc(S(=O)(=O)N(C)C)cc2)n1	-3	5	0	-8	3	-1	94	-2	-6
CCC1c2ccc(C)n2CCN1C(=O)Nc1ccccc1C(=O)OC (stereo not given)	6	-4	3	19	10	-1	108	5	7
CC(C)Nc1oc(Cc2cccc3ccccc23)nc1C#N	-1	-3	-4	-5	-3	-9	95	-8	2
COc1ccc(CN2CC(C(=O)NCCCN3CCN(C)CC3)CC2=O)cc1 (stereo not given)	-13	4	0	8	9	x	55	1	4
OC(c1ccc(Cl)cc1)c1nnc(-c2ccccc2)o1 (stereo not given)	-5	10	-2	3	7	5	81	-3	-1
Cc1cc(N2CCCCC2)n2ncc(-c3ccccc3)c2n1	-22	0	-5	1	-7	2	102	-23	2
COCCCn1c2nc3ccccc3nc2c2c(=O)n(Cc3ccc(Cl)cc3)cnc21	-18	-4	0	0	-14	-4	86	-102	-4
CC(=O)n1c2ccccc2c2c1c1ccccc1n2C	0	-10	x	5	0	-6	86	x	-4
CCOC(=O)c1cc(C#N)c(SCc2ccc(C#N)cc2)nc1C	16	7	1	-29	7	9	50	7	3
COc1ccc(NC(=O)N2CCCC2)cc1OC	14	5	4	2	9	1	109	9	-3
Cc1c(C(=O)N2CCCCC2)sc(NC(=O)C(C)C)c1C#N	6	6	-3	2	2	2	112	12	7
CCC(=O)c1ccc(N2CCN(C(=O)Cc3ccccc3)CC2)c(F)c1	-6	-4	8	-4	-2	-7	59	x	2
CCc1nnc(NC(=O)C2CCN(c3nc(C)cc(C)n3)CC2)s1	6	0	-9	15	-1	0	103	-19	3
CCN(C(=O)c1cccc(F)c1)c1ccccc1C	6	10	5	3	13	x	135	-3	4
O=C(OC(C(=O)NCC1CCCO1)c1ccc(F)cc1)c1ccco1 (stereo not given)	-10	-1	2	1	-8	-2	81	9	1
O=C(C1=C(O)C(=O)N(c2ncccn2)C1c1ccc(Cl)c(Cl)c1)c1ccco1 (stereo not given)	-31	4	x	10	-1	2	83	x	1
Cc1ccc(S(=O)(=O)Nc2cc(C(=O)NCCN3CCCC3)ccc2N2CCCCC2)cc1	-27	6	-8	-3	-1	4	68	4	3
Cn1c(CCNC(=O)c2ccccc2)nc2cc(NC(=O)c3ccco3)ccc21	4	3	8	-6	6	1	87	9	6
O=c1c2ccccc2nc(COc2ccccc2)n1/N=C/c1ccco1	3	1	2	8	7	6	117	x	0
N#CCCN1CCN(Cn2c3ccccc3c3ccccc32)CC1	-60	0	-1	-4	1	6	72	4	-6
C=C(C)Cn1c(C2CC(=O)N(c3ccccc3F)C2)nc2ccccc21 (stereo not given)	-3	0	0	5	-2	3	86	12	6
CC1(C)CC(=O)NC=C(c2ccccc2)C1	1	3	2	5	-1	x	-32*	0	0
COc1ccccc1N1CCN(C(=O)c2cc(-c3cccs3)on2)CC1	3	3	2	-8	8	7	83	-5	1
Nc1nnc(N2CCCCCC2)s1	-16	-4	3	2	-3	x	76	5	-3
Fc1ccc(C(c2nnnn2Cc2ccccc2)N2CCSCC2)cc1 (stereo not given)	1	2	0	13	0	2	80	1	4
O=C(NCCc1ccccn1)c1ccc(S(=O)(=O)N2CCCCCC2)cc1	17	0	2	5	10	-1	92	20	4

Next section, overlapping the part above by 3 compounds.
SMILES	C1s inh	PKA inh	CatB block	CatS inh	Cathepsin G inh	ROCK2 inh	HER2 expr 66K	CatL inh	CatB mixtures
Nc1nnc(N2CCCCCC2)s1	-16	-4	3	2	-3	x	76	5	-3
Fc1ccc(C(c2nnnn2Cc2ccccc2)N2CCSCC2)cc1 (stereo not given)	1	2	0	13	0	2	80	1	4
O=C(NCCc1ccccn1)c1ccc(S(=O)(=O)N2CCCCCC2)cc1	17	0	2	5	10	-1	92	20	4
CCN(C(=O)Cc1c(C(=O)O)[nH]c2ccccc12)c1cc(OC)ccc1OC	-19	7	-2	9	2	x	171	10	1
OCCNc1ncnc2c1c(-c1ccccc1)c(-c1ccccc1)n2Cc1ccco1	-37	2	2	x	5	1	108	-26	1
COC(=O)C1(CCSC)NC(c2ccco2)C2C(=O)N(C)C(=O)C21 (stereo not given)	-2	0	2	3	6	0	150	8	3
CCc1nc(NCCN2CCOCC2)c2oc3ccccc3c2n1	5	4	3	6	8	4	107	x	-2
CC(Sc1nnc(Cn2c(=O)sc3ccccc32)n1C)c1ccccc1 (stereo not given)	-6	9	2	-2	-4	-4	56	x	-1
C=CCn1c(N)c(C(=O)OC(C)CC)c2nc3ccccc3nc21 (stereo not given)	-76	11	-7	-11	-6	4	97	-300	-7
Clc1cccc(-c2nnc3sc(-c4ccc5c(c4)OCO5)nn23)c1	1	4	3	4	-3	3	102	17	3
Cn1cnnc1SCC(=O)NC(=O)NC1CCCC1	7	9	0	-3	8	3	69	-4	4
O=C(NCCc1ccccc1)c1ccncc1	-1	-1	0	15	5	1	100	6	3
Cc1nc(NCC2CCCO2)nc2c1C(=O)CC(C)C2 (stereo not given)	1	4	3	-1	8	1	58	-2	3
C=CCn1cc(C(=O)NCCCOC)c(=O)c2cc(S(=O)(=O)N(CC)CC)ccc21	3	11	0	9	2	8	101	3	2
CCc1nnc(NC(=O)CSc2nnc(-c3ccco3)n2CC)s1	-5	3	-1	-3	7	10	98	-10	1
O=C(CCCC1=NS(=O)(=O)c2ccccc2N1)N1CCN(c2ccc(Cl)cc2)CC1	-1	8	2	20	-5	2	76	13	3
Cc1cc(C)c(N2CCN(S(=O)(=O)N3CCCCCC3)CC2)c(C)c1	-3	-7	4	14	1	-6	107	11	-1
O=C(NCc1ccco1)c1ccc(=O)[nH]n1	x	-6	0	x	x	0	115	15	x
COc1ccc(CCNC(=O)c2cnn3ccccc23)c(OC)c1OC	10	2	5	-6	12	5	95	-19	5
CCSC1=C(C#N)C(c2ccc(Cl)cc2)C2=C(CCCC2=O)N1 (stereo not given)	-34	11	5	-5	3	6	52	x	-3
O=C1CCC/C1=c1\s/c(=C\c2cccnc2)c(=O)n1-c1ccccc1	-5	6	0	13	9	x	77	7	4
O=C(CN1CCN(c2ncccn2)CC1)Nc1ccccc1-n1cccc1	5	6	-2	9	5	x	89	8	2
COc1ccccc1C1C2=C(N=C3SCC(=O)N31)c1ccccc1CC2 (stereo not given)	-12	8	2	-9	5	1	80	3	-4
CCOC(=O)c1cccc(NC(=O)CN(C)S(=O)(=O)c2cnc[nH]2)c1	-16	6	-6	-3	-1	4	95	-9	4
COC(=O)c1[nH]c2cccc(Cl)c2c1NC(=O)CN1CCN(CCO)CC1	7	3	-2	-4	11	-2	137	4	3
Nn1cc(-c2ccccc2)nc1SCC(=O)N1CCN(S(=O)(=O)c2ccc(Cl)cc2)CC1	-2	14	2	-3	8	15	106	10	0
CC1CCCN(C(=O)Cn2nnc(-c3cccnc3)n2)C1 (stereo not given)	5	11	3	-4	9	4	104	6	3
Nc1c(S(=O)(=O)c2cccc(Cl)c2)c2nc3ccccc3nc2n1/N=C/c1ccc(O)c(O)c1	-2	31*	1	4	1	1	-13*	-24	-6
N=c1c(C(=O)NC2CCCC2)cc2c(=O)n3ccccc3nc2n1CCN1CCOCC1	-89	-6	-9	-10	-12	x	111	-165	-9
c1ccc(Cc2nnc(-c3ccccc3)o2)cc1	3	14	5	-1	5	8	12	-3	-4
Cc1ccc(C(c2sc3nc(C)nn3c2O)N2CCN(c3ccccc3F)CC2)cc1 (stereo not given)	-4	9	5	-1	6	5	-18*	14	2
O=C(COc1ccccc1O)Nc1ccccc1Cl	0	1	1	1	-1	1	61	5	0
O=C(O)c1ccc2c(c1)[C@@H]1C=CC[C@@H]1[C@H](c1ccccn1)N2	0	9	-2	-1	6	3	57	-3	4
CCC(NC(=O)NCCCn1ccnc1)(C(F)(F)F)C(F)(F)F	16	3	-2	-6	10	0	84	20	1
CCOc1ccccc1NC(=O)CCN1CCN(S(=O)(=O)c2ccc(OC)cc2)CC1	10	9	2	1	9	8	105	22	0
CCOc1ccccc1NC(=O)CC1Nc2cc(C)c(C)cc2NC1=O (stereo not given)	7	10	-3	-3	6	6	51	2	-3
COc1cc(C2CC(=O)NC3=C2C(=O)CC(C)(C)C3)ccc1O (stereo not given)	-15	6	0	-3	24	2	91	-3	-9
CCCCNC(=O)C1CC(=O)N(C2CCCCC2)C1 (stereo not given)	4	1	-4	1	0	0	102	4	6
CSC1=NCCN1C(=O)C(C)(C)Oc1ccc(Cl)cc1	0	3	-1	-15	-1	-4	81	2	1

Bioassay records: PubChem BioAssay, several laboratories
